# From PubChem
# HTT cytoprotect: cytoprotection in Huntington HTT-Q103 PC12 cell model; PC12 HTT-Q103 induced, cytoprotection, ATP luminescence, 40 h; Potency, µM (titrated, usually from 56.4 µM), without a hit: cytoprotection (ATP increase), hits mostly activators; 230,000 compounds, 0.14% hits; AID 1471;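 also: % of control where 0% means no effect; nearly all actives have a fitted effect of over 45% in size; toxic huntingtin expression switched on by the ecdysone agonist tebufenozide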
#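 Huntington model: PC12 line, ecdysone-inducible HTTQ103 exon1–GFP, tebufenozide 100 nM. Test articles in a dose series. Endpoint luminescence from cellular ATP.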
# Tau FP inhib: inhibitors of human tau fibril formation. 280,000 compounds, 0.39% hits. Potency, µM (top dose mostly 57.7 µM), for the others: at the highest dose activity, negative = inhibition, hits mostly inhibitors. K18 P301L tau heparin fibrillization, Alexa594 FP, 6 h; also: % is scaled to controls: 0 for no effect and ±100 for the full control effect; nearly all actives have a fitted effect of over 55% in size
# Target sequence (P10636 561-689 P618L limits assumed): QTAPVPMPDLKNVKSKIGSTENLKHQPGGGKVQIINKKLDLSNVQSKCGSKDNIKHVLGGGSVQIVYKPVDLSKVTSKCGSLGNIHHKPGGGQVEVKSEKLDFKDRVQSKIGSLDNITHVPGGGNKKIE
#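 FP of Alexa 594-tau after heparin (20 uM) induction. Substrate: human K18 P301L, 15 uM unlabeled, 0.24 uM labeled. Buffer 100 mM sodium acetate pH 7. 6 hr, 37 C.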
# L3MBTL1 inh: blocks human L3MBTL1; Q9Y468; AlphaScreen L3MBTL1–H3K9me1 peptide binding; Potency, µM (top dose mostly 57.1 µM), without a hit: top-dose activity, negative = inhibition, most hits filed as inhibitors; 230,000 compounds, 0.66% hits; also: % is scaled to controls: 0 for no effect and ±100 for the full control effect; nearly all actives have a fitted effect of over 60% in size
#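 L3MBTL1 (50 nM) pre-complexed 30 min with biotinylated H3(1-15)K9me1 peptide (75 nM), then compounds added for 30 min at room temperature; AlphaScreen streptavidin donor/nickel chelate acceptor beads (10 ug/mL final) read after 30 min dark incubation.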
# TRb-SRC2 inh: TRbeta-SRC2 interaction inhibition. TRbeta-SRC2 peptide binding, fluorescence polarization; receptor liganded with 1 µM T3. Potency, µM (titrated, usually from 106 µM), without a hit: top-dose activity change, negative = inhibition, most hits filed as inhibitors. 280,000 compounds, 0.065% hits. AID 1469;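 also: plate controls were bound peptide for no effect and peptide without receptor for full effect; nearly all actives have a fitted effect of over 50% in size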
#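 Human TRb LBD (0.6 uM) plus Texas Red-labeled SRC2 peptide (20 nM), 1uM T3, 5% DMSO, 5 hr at ambient temperature. Decreased polarization (555/632 nm) flags inhibition; data normalized to free and bound peptide controls.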
# Tau fibril ThT: blocks human tau fibril formation measured by thioflavin T. P10636. recombinant tau K18 P301L, heparin-induced fibrillization, ThT fluorescence. Potency, µM (titrated, usually from 57.4 µM), for the others: top-dose activity, negative = inhibition, hits mostly inhibitors. 270,000 compounds, 2.1% hits. AID 1460; also: % is scaled to controls: 0 for no effect and ±100 for the full control effect; nearly all actives have a fitted effect of over 55% in size
#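 ThT emission at 510 nm, taken 1 hr after adding 30 uM dye, quantifies aggregates formed when 20 uM heparin acts on human tau K18 P301L for 6 hr at 37 C.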
# RECQ1 helicase: blocks DNA unwinding by human RECQ1. P46063. RECQ1 DNA unwinding, red fluorescence kinetic read. Potency, µM (titrated, usually from 57.3 µM), for the others: at the top dose activity, negative = inhibition, actives largely listed as inhibitors. 240,000 compounds, 0.54% hits. AID 2549;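 also: plate controls were vehicle for no effect and no enzyme for full effect; nearly all actives have a fitted effect of over 30% in size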
# Target sequence (P46063 whole entry, looked up): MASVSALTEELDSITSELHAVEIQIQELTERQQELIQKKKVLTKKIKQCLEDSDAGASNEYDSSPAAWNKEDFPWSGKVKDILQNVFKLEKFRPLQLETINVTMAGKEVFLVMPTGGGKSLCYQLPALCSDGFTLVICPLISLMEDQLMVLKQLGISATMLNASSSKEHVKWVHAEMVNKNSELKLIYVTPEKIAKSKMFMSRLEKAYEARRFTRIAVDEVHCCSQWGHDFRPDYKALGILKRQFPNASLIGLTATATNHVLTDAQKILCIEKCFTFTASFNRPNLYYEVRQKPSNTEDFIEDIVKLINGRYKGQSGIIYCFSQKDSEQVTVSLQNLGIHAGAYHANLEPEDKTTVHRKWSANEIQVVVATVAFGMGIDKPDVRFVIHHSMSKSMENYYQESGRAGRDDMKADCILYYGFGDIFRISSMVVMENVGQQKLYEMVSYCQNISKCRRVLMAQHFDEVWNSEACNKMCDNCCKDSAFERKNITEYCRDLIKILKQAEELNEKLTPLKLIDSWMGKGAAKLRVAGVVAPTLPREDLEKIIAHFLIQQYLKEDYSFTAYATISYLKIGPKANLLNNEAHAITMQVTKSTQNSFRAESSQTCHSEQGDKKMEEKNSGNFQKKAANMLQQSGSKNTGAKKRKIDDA
#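 50 nM RECQ1T1 preincubated 15 min with compound in Tris pH 8.0 buffer with MgCl2, DTT, Tween-20 and 2.5 ug/ml poly(dI-dC); started with 200 nM TAMRA/BHQ-2 forked duplex and 2 mM ATP. Unwinding read as fluorescence (525/598 nm), two reads 2 h apart.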
# TR SRC2 fluor cs: counter-screen for TRb-SRC2 inhibitors: fluorescence interference | AID 1479 | Potency, µM (titrated, usually from 106 µM), inactives show at the highest dose fluorescence change, negative = quenching | 280,000 compounds, 0.29% hits | TRb/SRC2 Texas Red total fluorescence interference; active = well fitted curve in either direction with a large enough effect; inconclusive = small, poorly fitted or top-dose-only effect; also: % is scaled to controls: 0 for no effect and ±100 for the full control effect
#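 Human TRβ ligand-binding domain (0.6 uM) and Texas Red SRC2 peptide (20 nM) in Tris buffer with 1 uM T3 and 5% DMSO were incubated with pinned compound for 5 hr at ambient temperature. Total fluorescence was computed as S + 2P (555/632 nm).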
# Tau fluor cs: counter-screen for tau fibril formation inhibitors; tau K18 P301L Alexa594 fluorescence, heparin fibrillization; Potency, µM (doses to about 57.7 µM), for the others: at the top dose activity change, negative = decrease; 280,000 compounds, 0.93% hits; AID 1463; also: % is scaled to controls: 0 for no effect and ±100 for the full control effect; nearly all actives have a fitted effect of over 55% in size
#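 Human tau K18 P301L (15 uM unlabeled, 0.24 uM Alexa 594-labeled) in 100 mM sodium acetate pH 7 with 20 uM heparin, 6 hr at 37 C. ThT 30 uM added, 1 hr ambient; Alexa 594 FP and total fluorescence read at 555/632 nm.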
# Numbers without * were called inactive; i = inactive; ? = inconclusive; / = not tested or not shown; [ ] = another dose, or the depositor's remark. Unless noted, calls follow the shape of the dose curve; as a rule, active = well fitted curve in the direction sought with a large enough effect; inconclusive = small, poorly fitted or top-dose-only effect, or another doubt; inactive = no such curve, though single readings can be large; an effect the other way counts as inactive or inconclusive. Potency is read from the fitted curve at half-maximal effect. Only part of the results is shown; the hit share may differ from the screen's.
SMILES,HTT cytoprotect,Tau FP inhib,L3MBTL1 inh,TRb-SRC2 inh,Tau fibril ThT,RECQ1 helicase,TR SRC2 fluor cs,Tau fluor cs
CC(=O)NC1C(c2nc3ccccc3s2)=C(c2ccccc2)C(=O)N1c1ccc(C)cc1 (centres undefined),-9%[10 µM],1%,/,13%,?,-1%,0%,-25%
CC(=O)Nc1ccc(NC(=O)C2CC(=O)N(c3cccc(Cl)c3)C2)cc1 (centres undefined),-6%[10 µM],-2%,8%,-1%,0%,i,-2%,2%
COCCOC(=O)C1=C(C)NC2=C(C(=O)CC(C)(C)C2)C1c1ccc2c(c1)OCO2 (centres undefined),-5%,-10%,-1%,-5%,-2%,-5%,3%,-4%
Cc1nnc(N/N=C/c2c(O)n(-c3cccc(C(F)(F)F)c3)c(=O)c3ccccc23)[nH]c1=O,18%[10 µM],8%,?,-1%,?,-5%,-2%,-23%
C1COCCNCCOCCOCCN1,2%,-8%,-3%,-1%,4%,i,-5%,-6%
COCCCNC(=O)C1CC(=O)OC1c1ccc(OC)c(OC)c1 (centres undefined),-7%,2%,/,-19%,-6%,-2%,1%,-9%
CCCCCn1c(CNC(=O)CC)nc2ccccc21,1%[10 µM],-11%,7%,-2%,1%,i,-5%,-2%
CC(=O)c1cccc(NC(=O)N2CCCC2C(=O)NC2CCCCC2)c1 (centres undefined),2%,7%,-20%,4%,0%,0%,0%,0%
O=C(Nn1cnnc1)c1cc(-c2ccccn2)nc2ccccc12,-16%,10%,/,-5%,-5%,6%,-6%,8%
C=CCOc1ccccc1CNc1ccccc1C,5%[10 µM],8%,15%,-3%,-11%,-3%,-2%,-26%
O=C(C1=C[C@H](c2ccccc2)C[C@H](OCCCCO)O1)N1CCOCC1,9%[10 µM],-7%,0%,-2%,-3%,-8%,0%,-1%
Cc1cc(S(=O)(=O)NCC(C)C)ccc1OCC(=O)NCC1CCCO1 (centres undefined),-14%[10 µM],-2%,-2%,-1%,5%,-5%,0%,4%
COc1ccc(NC(=O)C(=O)N/N=C(\C)CC(=O)Nc2ccccn2)c(OC)c1,-5%[10 µM],-10%,-9%,-3%,?,-15%,-3%,-19%
CCc1cc(=O)oc2cc(C)cc(O)c12,4%,3%,/,2%,-3%,-11%,3%,-9%
CN(C(=O)c1ccc(OC2CCN(S(=O)(=O)N(C)C)CC2)cc1)C1CCCCC1,-7%[10 µM],10%,7%,-11%,?,-6%,0%,-10%
COc1ccccc1CNC(=O)c1cc(-c2ccccc2)n[nH]1,/,-15%,/,-8%,11%,/,0%,-10%
Cc1ccc(C(C)C)c(OCC(=O)N2CCC(c3nc4ccccc4o3)CC2)c1,/,1%,/,-4%,?,/,5%,-27%
N#CC(c1nc2ccccc2nc1N1CCCC1)S(=O)(=O)c1ccccc1 (centres undefined),-9%,-6%,-9%,-12%,?,1%,2%,-19%
CCN(Cc1ccccc1)S(=O)(=O)c1ccc(S(=O)(=O)N2CCN(C)CC2)cc1,3%,-8%,-5%,-6%,6%,-18%,-2%,-4%
COc1ccc(NC(=O)c2oc3c(c2C)-c2nn(Cc4ccccc4Cl)cc2CC3)cc1OC,/,-6%,/,-1%,-11%,/,1%,-7%
COc1cccc(CC2(CO)CCN(Cc3cccn3-c3cccnc3)CC2)c1,-10%[10 µM],3%,-5%,-3%,-3%,-1%,0%,5%
Cc1ccccc1Cn1c(=O)n(Cc2ccco2)c(=O)c2sc3ccccc3c21,/,-5%,/,-4%,-7%,/,-1%,-14%
COCCNc1ncnc2c1[nH]c1ccccc12,4%[10 µM],12%,3%,1%,-12%,-4%,-2%,-22%
CCc1ccc(C(=O)N2CCCC2)s1,14%[10 µM],-7%,2%,1%,-8%,i,0%,-4%

# Copied from the entries so far (four entries):
SMILES,HTT cytoprotect,Tau FP inhib,L3MBTL1 inh,TRb-SRC2 inh,Tau fibril ThT,RECQ1 helicase,TR SRC2 fluor cs,Tau fluor cs
Cc1ccc(C(C)C)c(OCC(=O)N2CCC(c3nc4ccccc4o3)CC2)c1,/,1%,/,-4%,?,/,5%,-27%
N#CC(c1nc2ccccc2nc1N1CCCC1)S(=O)(=O)c1ccccc1 (centres undefined),-9%,-6%,-9%,-12%,?,1%,2%,-19%
CCN(Cc1ccccc1)S(=O)(=O)c1ccc(S(=O)(=O)N2CCN(C)CC2)cc1,3%,-8%,-5%,-6%,6%,-18%,-2%,-4%
COc1ccc(NC(=O)c2oc3c(c2C)-c2nn(Cc4ccccc4Cl)cc2CC3)cc1OC,/,-6%,/,-1%,-11%,/,1%,-7%

# New compounds follow:
SMILES,HTT cytoprotect,Tau FP inhib,L3MBTL1 inh,TRb-SRC2 inh,Tau fibril ThT,RECQ1 helicase,TR SRC2 fluor cs,Tau fluor cs
CC(=O)N/C(=C\c1ccc2c(c1)OCO2)C(=O)NC(C(=O)O)c1ccccc1 (centres undefined),-4%[10 µM],17%,/,10%,/,-1%,0%,-26%
CC(C)(C)NC(=O)c1ccc2c(c1)CCO2,12%[10 µM],-1%,1%,-4%,10%,1%,-5%,-2%
N#CC1=C(N)OC2=C(C(=O)CCC2)C1c1cccs1 (centres undefined),0%[10 µM],-8%,-2%,0%,-13%,0%,-3%,-14%
C/C(Cc1ccccc1)=N\NC(=O)CNC(=O)c1ccc(Cl)cc1Cl,16%[10 µM],4%,-6%,-14%,0%,1%,3%,1%
COc1ccc(CCN2CC34C=CC(O3)C(C(=O)NCc3ccccc3)C4C2=O)cc1OC (centres undefined),-4%,-9%,-4%,-9%,-7%,i,0%,-2%
Cc1ccc(S(=O)(=O)/C(C#N)=C/c2c(N3CCC(C(N)=O)CC3)nc3c(C)cccn3c2=O)cc1,-1%,-2%,/,-1%,?,-2%,-2%,-21%
CCn1c2ccccc2c2cc(CN3CCN(Cc4ccccc4Cl)CC3)ccc21,/,-4%,/,-5%,?,/,5%,-29%
N/C(=N\O)c1ccc(Oc2ccccc2Cl)c([N+](=O)[O-])c1,-15%[10 µM],-1%,-3%,6%,-5%,-5%,0%,-15%
O=C(CSc1nnc(-c2ccccc2)o1)N1CCCc2ccccc21,/,1%,/,9%,-15%,/,-1%,-15%
CN(C)c1ccc(NC(=O)Cn2cc(S(=O)(=O)Cc3cccc(Cl)c3)c3ccccc32)cc1,/,8%,/,4%,?,/,1%,?
COCCNC(=O)C(OC(=O)c1cccs1)c1ccc(F)cc1 (centres undefined),7%[10 µM],4%,9%,4%,-3%,-12%,-2%,2%
O=C(NCCCN1CCC(Cc2ccccc2)CC1)C1CC(=O)N(C2CCCC2)C1 (centres undefined),13%[10 µM],11%,2%,-4%,-5%,-4%,-2%,7%
Cc1cc(Cl)c(S(=O)(=O)Nc2ccccn2)cc1OCC(N)=O,-29%,-4%,-5%,-23%,6%,-4%,-2%,1%
O=C1N/C(=C/c2ccc(Br)s2)C(=O)N1c1ccccc1,-8%[10 µM],-1%,-4%,0%,4%,16%,0%,-9%
CCOC(=O)C1CCN(C(=O)Cn2nc(C)n3c(cc4cc(F)ccc43)c2=O)CC1,/,-1%,/,6%,5%,/,3%,3%
O=C(NCCc1nc2ccccc2n1Cc1c(F)cccc1Cl)c1ccco1,/,-6%,/,-1%,-11%,/,?,-8%
CCOC(=O)C1(Cc2cccc(OC)c2)CCN(C(C)CC(C)(C)O)CC1 (centres undefined),14%[10 µM],6%[2.34 µM],12%,4%,?,25%,-2%,9%[2.34 µM]
COc1ccc(CNc2ncnc3c2cnn3-c2ccc(Cl)cc2)cc1,/,?,/,1%,2%,/,-1%,5%
O=c1[nH][nH]c(=O)n1-c1ccccc1,19%[10 µM],3%,4%,-3%,3%,-3%,-2%,4%
O=C(O)CNC(=O)C(c1ccccc1)c1ccccc1,-4%[10 µM],14%,/,1%,/,10%,-3%,0%
CN(c1ccc(C(=O)O)cc1)S(=O)(=O)c1ccccc1,10%,-8%,-8%,9%,-6%,0%,0%,-5%
Cc1nc2sc(C(c3ccc(Cl)cc3)N3CC(C)OC(C)C3)c(O)n2n1 (centres undefined),-3%,1%,3%,2%,-13%,i,2%,-11%
O=C1CNC(=O)c2c(nc3n2CCC3)N1,-10%[10 µM],-4%,1%,1%,3%,-7%,-3%,6%
CC1CN(c2nc3ccccc3nc2C(C#N)C(=O)NCc2ccc3c(c2)OCO3)CC(C)O1 (centres undefined),-3%,-13%,-6%[11.4 µM],-1%,?,1%,-9%,?
C1CNCCN1,?,?,/,-9%,-5%,-3%,0%,-10%
Cc1cc(C(=O)COC(=O)c2ccc3c(c2)OCO3)c(C)n1Cc1cccs1,-29%,-12%,-8%,3%,-6%,-3%,-5%,-28%
O=C(NCc1ccccn1)C1C2C=CC(C2)C1C(=O)Nc1ccc(F)cc1 (centres undefined),28%[1.9 µM],-4%,1%,9%,-2%,3%,0%,0%
Cn1cc(S(=O)(=O)Nc2ccc(F)cc2F)c(=O)n(C)c1=O,1%[10 µM],6%,3%,-2%,0%,2%,-3%,5%
CC(C)c1ccc(C(=O)NNC(=O)C2CC=CCC2C(=O)O)cc1 (centres undefined),/,5%,8%,4%,-11%,-3%,1%,-1%
COc1c(O)cccc1/C=N/NC(=O)Cn1ccnc1C,3%[10 µM],-6%,?,-2%,5%,6%,-1%,13%
N/C(=N\OC(=O)c1ccc2c(c1)OCO2)c1cccc([N+](=O)[O-])c1,/,10%,3%,-1%,?,i,-4%,-2%
CC(C)CNC(=O)c1ccc(C2SCC(=O)N2Cc2ccccc2)cc1 (centres undefined),-1%[10 µM],-2%,10%,5%,-3%,-6%,-7%,-7%
Cc1c(C(=O)NCc2ccccc2)oc2ccc(S(=O)(=O)N3CCC4(CC3)OCCO4)cc12,-4%[10 µM],6%,-10%,6%,-2%,-9%,0%,-18%
COc1ccc(C)cc1NC(=O)N1CCN(c2nnc(C)c3c(C)n(-c4ccccc4)nc23)CC1,/,-6%,/,-4%,0%,/,-1%,3%
